High-throughput results as filed in PubChem.
Bfl-1 Bim block – human Bim-Bfl-1 interaction inhibition; inhibition, % at 10 µM; 190,000 compounds, 0.12% hits; Bead-based flow cytometry, Bim-Bfl-1 binding inhibition; Q16548; AID 1008;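 note: 0% = wells without compound plus tracer and 100% = blocker peptide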
RGS4-Gao reg – modulates binding of RGS4 to human Galphao; 220,000 compounds, 0.33% hits; binding response (% of control), % at 10 µM; P09471; Multiplexed bead flow cytometry; actives lie on both sides; in the data active = binding response below about 49% or above about 150%; inactive = in between;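 note: fluorescent Galphao activated with aluminum fluoride binding bead-coupled RGS4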
Target sequence (P09471 whole entry, looked up): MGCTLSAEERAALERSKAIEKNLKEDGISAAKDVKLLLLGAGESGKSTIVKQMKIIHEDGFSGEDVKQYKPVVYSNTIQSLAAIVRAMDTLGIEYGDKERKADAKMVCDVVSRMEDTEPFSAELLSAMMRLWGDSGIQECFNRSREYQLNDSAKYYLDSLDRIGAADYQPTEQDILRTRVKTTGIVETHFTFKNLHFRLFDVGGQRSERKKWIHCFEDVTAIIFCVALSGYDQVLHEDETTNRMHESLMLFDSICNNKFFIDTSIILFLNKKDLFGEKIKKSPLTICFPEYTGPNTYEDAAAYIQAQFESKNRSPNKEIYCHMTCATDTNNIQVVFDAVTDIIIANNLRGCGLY
RGS7-Gao reg – modulates binding of RGS7 to human Galphao; Multiplexed bead flow cytometry; actives lie on both sides; binding response (% of control), % at 10 µM; 220,000 compounds, 0.35% hits; in the data active = binding response below about 49% or above about 150%; inconclusive = no clear call, values can overlap the other calls; inactive = in between;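 note: fluorescent Galphao held in activated GDP-AlF4 state binding bead-coupled RGS7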
Bcl-W Bim block – inhibitors of Bim-Bcl-W interaction, human; Q92843; bead-based flow cytometry, Bim peptide-Bcl-W binding; inhibition, % at 10 µM; 190,000 compounds, 0.02% hits;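 note: 0% = bound tracer without compound and 100% = peptide blocker; higher means less fluorescent Bim peptide bound to Bcl-W beads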
Target sequence (Q92843 whole entry, looked up): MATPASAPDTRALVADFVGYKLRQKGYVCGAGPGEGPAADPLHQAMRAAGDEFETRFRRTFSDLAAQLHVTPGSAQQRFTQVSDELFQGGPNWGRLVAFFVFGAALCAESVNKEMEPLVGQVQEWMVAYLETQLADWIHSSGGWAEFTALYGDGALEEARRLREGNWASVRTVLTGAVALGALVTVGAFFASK
Bim-Bcl-XL – human Bim-Bcl-XL interaction inhibition; Q07817; Bim peptide-Bcl-XL binding, bead flow cytometry, fluorescence; inhibition, % at 10 µM; 190,000 compounds, 0.04% hits; AID 1007
Target sequence (Q07817 whole entry, looked up): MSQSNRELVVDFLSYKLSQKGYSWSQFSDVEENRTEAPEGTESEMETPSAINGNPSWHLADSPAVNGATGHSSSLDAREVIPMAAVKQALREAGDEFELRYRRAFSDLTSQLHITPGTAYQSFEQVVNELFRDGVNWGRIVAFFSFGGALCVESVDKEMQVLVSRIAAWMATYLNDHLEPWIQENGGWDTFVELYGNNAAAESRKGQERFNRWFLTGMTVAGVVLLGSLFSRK
ABCB1 block – inhibitors of human ABCB1 transporter, ABCG2 counter-screen; inhibition, % at 6.6 µM; CCRF-Adr cells, JC-1 efflux, flow cytometry; P08183; AID 1326; 190,000 compounds, 0.067% hits; in the data active = inhibition above about 40%;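 note: 0% = vehicle and 100% = reference inhibitor; higher value means more JC-1 retained so stronger ABCB1 efflux block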
ABCG2 inh – inhibitors of human ABCG2 transporter, ABCB1 counter-screen; 190,000 compounds, 0.1% hits; IgMXP3 cells, JC-1 efflux, flow cytometry; inhibition, % at 6.6 µM; Q9UNQ0;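 active = inhibition above 80%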;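 note: 0% = DMSO and 100% = nicardipine control wells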
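Test system: IgMXP3 (ABCG2) plus far-red-tagged CCRF-Adr (ABCB1) cells / Amount: 3 million cells/mL in well / Reagent: JC-1 transporter substrate / Timing: 10 min compound exposure, 25 °C / Signal: flow cytometry, 530 nm JC-1 signal / Read-out: percent efflux inhibition, scaled nicardipine 100% to DMSO 0% / Benchmarks: nicardipine as high control, DMSO as low control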
Bim-Bcl-2 – inhibitors of Bim-Bcl-2 interaction, human. P10415. Bead-based flow cytometry, Bim peptide-Bcl-2 binding. inhibition, % at 10 µM. 190,000 compounds, 0.06% hits; in the data active = inhibition above about 40%; inconclusive = no clear call, values can overlap the other calls;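 note: 0% = no compound wells with probe peptide and 100% = reference peptide inhibitor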
Target sequence (P10415 whole entry, looked up): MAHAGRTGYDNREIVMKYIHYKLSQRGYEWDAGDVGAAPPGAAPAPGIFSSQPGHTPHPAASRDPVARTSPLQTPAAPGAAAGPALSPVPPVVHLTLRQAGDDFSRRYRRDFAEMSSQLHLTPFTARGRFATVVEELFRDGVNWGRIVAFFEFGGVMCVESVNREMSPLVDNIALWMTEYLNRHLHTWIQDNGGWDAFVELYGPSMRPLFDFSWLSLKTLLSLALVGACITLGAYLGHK
Avidin fluor – avidin bead compound fluorescence profile; Avidin beads, compound fluorescence 488/530 nm, flow cytometry; active compounds read high; fluorescence (KMESF) at 10 µM; 220,000 compounds, 0.38% hits; in the data active = fluorescence above about 47; note: inactives centre near 10
Bim-Bcl-B – disrupts Bim peptide binding to human Bcl-B; 190,000 compounds, 0.073% hits; inhibition, % at 10 µM; bead-based flow cytometry;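 note: 0% = tracer peptide without compound and 100% = reference inhibitor peptide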
GSH bead fluor – compound fluoresces at 488/530 nm on GSH beads | GSH beads flow cytometry, compound fluorescence 488/530 nm; active compounds read high | fluorescence (KMESF) at 10 µM | 190,000 compounds, 0.25% hits; in the data active = fluorescence above about 89;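 note: glutathione beads carrying GST-tagged Bcl family fusion proteins plus one bare bead set; values are compound well signal with DMSO vehicle wells as background; inactives centre near 16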
The depositor's hits bear a star; ? = inconclusive; / = not tested or not shown. Cut-off read from the data, not from the text of the source, unless noted: active = inhibition above about 40%.

SMILES	Bfl-1 Bim block	RGS4-Gao reg	RGS7-Gao reg	Bcl-W Bim block	Bim-Bcl-XL	ABCB1 block	ABCG2 inh	Bim-Bcl-2	Avidin fluor	Bim-Bcl-B	GSH bead fluor
O=C(NCCc1ccccn1)c1ccc(NS(=O)(=O)c2ccc(F)cc2)cc1	-4.0	99.5	93.1	-4.0	-4.0	0.1	3.6	-3.0	13	-2.0	11
COc1ccc(C(=O)N2CCn3c(C)ccc3C2C)cc1 (stereo not given)	-3.0	94.1	91.2	0.0	-1.0	1.9	6.4	-7.0	7	-1.0	14
Cc1ccc(S(=O)(=O)N2CCN(C(C(=O)Nc3ccc(F)cc3)c3ccccc3)CC2)cc1 (stereo not given)	-3.0	99.9	100.6	-1.0	-6.0	3.8	9.7	-4.0	19	-4.0	11
O=C(Nc1nnc(-c2cccs2)o1)c1cccc(C(F)(F)F)c1	-12.0	104.5	104.8	-2.0	-5.0	1.0	3.6	-7.0	9	-4.0	18
CCc1ccc(NS(=O)(=O)c2ccc3[nH]cc(C(=O)NCC4CCCO4)c(=O)c3c2)cc1 (stereo not given)	-6.0	97.1	93.1	-2.0	-3.0	-0.4	-2.3	-2.0	22	-5.0	16
CNC(=O)CC(C(=O)O)c1ccc(OCC(C)C)cc1 (stereo not given)	-3.0	96.3	95.1	0.0	-2.0	0.5	3.0	-4.0	3	-2.0	38
COc1ccc(-n2cc(C#N)c(=O)[nH]c2=O)cc1	-5.0	102.2	106.0	0.0	0.0	1.1	4.6	0.0	11	-3.0	10
CCc1ccc(NC(=O)CSc2nc3ccccc3c(=O)n2CCCC(=O)NCCCN2CCOCC2)cc1	-3.0	101.9	101.9	0.0	-5.0	0.5	7.0	-8.0	6	-6.0	20
CC(C)C[C@H](NC(=O)c1nc[nH]c1C(=O)NCCCCCNC(=O)OC(C)(C)C)C(=O)OCc1ccccc1	-4.0	99.1	99.2	-4.0	-2.0	2.8	24.3	0.0	6	-6.0	19
CCCCCCCN1N=C(C)C(C(=O)c2ccccc2)C1=O (stereo not given)	-2.0	101.6	100.9	-1.0	0.0	0.7	2.2	-2.0	41	-2.0	17
Cc1[nH]c(=O)c(C#N)cc1-c1ccccc1	-9.0	107.3	108.1	-2.0	-1.0	0.6	7.2	-6.0	8	-7.0	60
CN(C)CCCNC(=O)c1ccc(/C=N/O)nc1	-7.0	6.1*	-11.2*	-1.0	-2.0	0.0	-0.8	-1.0	0	-3.0	13
Cc1nn(C)cc1-c1n[nH]c(=S)n1-c1ccc(Cl)cc1	5.0	102.3	101.1	-4.0	-10.0	0.6	4.4	-2.0	7	-37.0	13
COC(=O)c1cc(C(=O)OCC(=O)N(C)C2CCS(=O)(=O)C2)cc([N+](=O)[O-])c1 (stereo not given)	-4.0	102.0	98.0	0.0	-2.0	0.3	1.1	-3.0	26	-4.0	16
CC1CCN(c2ccccc2NC(=S)NC(=O)c2cccs2)CC1	0.0	97.9	97.1	-1.0	-3.0	-0.1	0.0	0.0	21	0.0	7
CCCCC(=O)NC(NC(=S)N1CCCCCC1)C(Cl)(Cl)Cl (stereo not given)	-7.0	98.9	100.7	0.0	-3.0	-0.2	-0.5	-4.0	16	-7.0	11
COC(=O)CSc1[nH]c2cc(C)ccc2c1[N+](=O)[O-]	-4.0	100.3	96.6	4.0	1.0	-0.1	0.2	2.0	9	-3.0	24
CCN(CC)CCCOC(=O)C(c1ccccc1)c1ccccc1	1.0	97.8	102.2	4.0	2.0	0.1	0.7	4.0	14	-1.0	14
CCOC(=O)C(CSCC(=O)c1ccc(Br)cc1)NC(=O)OC(C)(C)C (stereo not given)	-11.0	100.9	103.9	-4.0	-6.0	1.0	3.4	-14.0	8	-15.0	12
CCOc1ccccc1-n1nnnc1SCC(=O)NCc1ccco1	-7.0	91.4	88.4	-3.0	0.0	1.8	9.0	-2.0	13	-3.0	12
O=C(NNC(=O)c1cccnc1SCc1cccc([N+](=O)[O-])c1)c1cccnc1	-7.0	105.6	100.8	-6.0	-8.0	/	2.8	-5.0	16	-10.0	10
CCc1sc(N2C(=O)C3C4CCC(C4=C(C)C)C3C2=O)nc1-c1ccccc1 (stereo not given)	-10.0	100.6	101.2	0.0	2.0	1.6	7.1	-6.0	11	-6.0	30
O=C(CCCCn1c(=O)[nH]c2ccccc2c1=O)NCc1ccc2c(c1)OCO2	0.0	103.0	124.9	0.0	0.0	0.2	1.3	-1.0	81*	1.0	13
O=C(OCC(=O)N1CCCC1)c1cccs1	-3.0	101.2	101.9	1.0	-3.0	0.4	2.1	-3.0	38	-4.0	13
CCCc1nc2oc3c(NCC4CCCO4)ncnc3c2c2c1COC(C)(C)C2 (stereo not given)	-2.0	94.4	92.6	-1.0	-1.0	-4.5	-0.7	-1.0	12	0.0	27
Cc1cccc(OCC(=O)NCC(=O)N/N=C/c2ccc([N+](=O)[O-])cc2)c1	-4.0	97.8	103.4	-1.0	-2.0	0.1	3.2	-4.0	10	-4.0	13
C/C(=N\NC(=O)c1ccc(Br)cc1)c1ccccc1	-11.0	102.1	98.4	4.0	-2.0	0.0	0.2	-6.0	9	-7.0	13
CC(=O)NCCC(=O)N1CCCC(C(=O)c2ccc3c4c(cccc24)CC3)C1 (stereo not given)	-5.0	96.1	97.0	1.0	-1.0	0.1	1.0	-2.0	11	0.0	18
O=C(C1CCC(C(=O)N2CCCCC2)CC1)N1CCCCC1 (stereo not given)	-8.0	99.4	100.5	0.0	0.0	0.4	3.3	-5.0	16	-5.0	32
O=C(N[C@@H](Cc1ccc(O)cc1)C(=O)O)c1cccnc1	-8.0	100.7	99.3	-2.0	2.0	0.4	1.6	-3.0	5	-8.0	20
CCCCOc1ccc(CNC(=S)N/N=C/c2ccc(OC)c(OC)c2)cc1	-9.0	91.6	93.4	4.0	11.0	0.9	4.4	-12.0	9	-10.0	49
O=C(COC(=O)c1cc[n+]([O-])cc1)Nc1ccc(Cl)cc1[N+](=O)[O-]	-4.0	98.9	98.2	0.0	0.0	0.7	6.2	-7.0	10	-2.0	13
O=S1(=O)CCN=C2SC3=C(CCCC3)N21	0.0	102.0	101.1	-2.0	0.0	0.3	1.1	0.0	36	-1.0	14
N=c1ccn(Cc2ccc(Cl)cc2)cc1	-8.0	97.4	96.5	-3.0	-2.0	0.1	4.7	-9.0	9	-7.0	11
COCC(=O)n1nc(-c2ccccc2)nc1NCc1ccc(N(C)C)cc1	2.0	97.0	?	0.0	-1.0	0.2	7.1	0.0	9	-4.0	18
O=C(Nc1ccccc1)/C(=C\c1ccc2c(c1)OCO2)NC(=O)c1ccco1	-9.0	100.5	101.5	-2.0	-7.0	-0.3	0.3	-5.0	20	-4.0	10
CCOC(=O)Cc1c(C)nc2c(-c3ccc(Cl)cc3)cnn2c1C	-3.0	105.1	105.3	0.0	-1.0	0.3	4.0	-6.0	12	-1.0	22
N#CCSc1nc2c(cc1C#N)CCCC2	0.0	103.0	105.2	-1.0	-1.0	0.0	1.1	2.0	37	-7.0	14
COc1ccc(-c2ccc(SC)nn2)cc1	-6.0	99.6	101.5	-2.0	-3.0	0.1	5.7	-6.0	4	-4.0	11
O=C(NCc1ccco1)C1CCN(c2nc3ccccc3n2Cc2ccc(F)cc2)CC1	-6.0	98.8	97.2	1.0	-2.0	0.4	1.5	-4.0	8	-6.0	22
COc1cccc(C(=O)NCCN2C(=O)S/C(=C/c3cccs3)C2=O)c1OC	-5.0	103.8	?	-1.0	1.0	1.2	8.3	-3.0	9	-1.0	14
COc1ccc(CNC(=O)c2ccccc2SC)cc1	-3.0	99.4	99.7	-1.0	-5.0	2.4	11.8	-7.0	17	-3.0	24
Cc1ccc(-c2nn3c(C)nnc3c3ccccc23)cc1S(=O)(=O)NCc1ccco1	1.0	90.5	95.2	1.0	-2.0	0.8	2.8	1.0	10	-3.0	14
O=C(CN1CCN(c2nc(-c3ccccc3)cs2)CC1)NNC(=O)c1ccco1	-3.0	97.2	?	-4.0	-1.0	0.5	1.2	-2.0	9	-13.0	11
O=C(Nc1cccnc1)Nc1ccc(Br)cc1Cl	-11.0	95.2	99.9	0.0	-4.0	0.5	5.9	-6.0	25	-7.0	28
O=C(O)CNC(=O)CCN1C(=O)c2ccccc2C1=O	-9.0	100.1	99.4	-1.0	-3.0	0.0	0.1	-1.0	5	-6.0	26
COC(=O)c1ccccc1NC(=O)c1ccc2nccnc2c1	-4.0	89.6	91.3	0.0	-3.0	-0.1	1.2	-1.0	16	-2.0	6
COC(CNC(=O)CNC(=S)N(Cc1ccccc1)Cc1cccnc1)OC	-2.0	94.7	94.1	0.0	0.0	0.2	1.5	-1.0	21	-9.0	11

Arranged by value in Bfl-1 Bim block (lowest first): some entries from above
| smiles | Bfl-1 Bim block |
| --- | --- |
| COc1ccc(-c2ccc(SC)nn2)cc1 | -6.0 |
| COC(CNC(=O)CNC(=S)N(Cc1ccccc1)Cc1cccnc1)OC | -2.0 |
| N#CCSc1nc2c(cc1C#N)CCCC2 | 0.0 |

(continued)
SMILES	Bfl-1 Bim block	RGS4-Gao reg	RGS7-Gao reg	Bcl-W Bim block	Bim-Bcl-XL	ABCB1 block	ABCG2 inh	Bim-Bcl-2	Avidin fluor	Bim-Bcl-B	GSH bead fluor
CCC(C)N1CC(C(=O)NC2CCCCC2)CC1=O (stereo not given)	0.0	99.2	99.0	1.0	0.0	-0.1	-0.7	5.0	8	0.0	32
COc1ccc(Br)cc1/C=N/NC(=O)c1ccco1	0.0	100.1	99.8	0.0	-2.0	1.7	17.1	-2.0	8	6.0	15
COc1ccc(NC(=S)NCCCN2CCN(C3CCCCC3)CC2)cc1	0.0	102.3	101.4	-2.0	-1.0	0.3	2.1	1.0	13	-5.0	6
CCOC(=O)c1sc(NC(=O)OC)c(C(=O)OC)c1C	-5.0	99.1	?	-1.0	0.0	0.7	25.4	-1.0	9	-4.0	15
CC(=O)c1ccc(NC(=O)C2CCCNC2=O)cc1 (stereo not given)	-4.0	91.7	92.9	-3.0	-1.0	0.6	2.1	-1.0	12	0.0	52
CCn1c(-c2ccccc2Cl)nn(CC(=O)Nc2ccccc2OC)c1=S	-1.0	101.1	98.3	-1.0	-2.0	0.2	0.3	-3.0	35	-2.0	16
CCCN1CCN(C(=O)Nc2ccc(C(=O)OCC)cc2)CC1	-8.0	97.0	97.5	6.0	-3.0	0.1	0.4	-4.0	7	-2.0	5
CC1(C)Oc2cc(N)c([N+](=O)[O-])cc2O1	-11.0	101.3	101.0	2.0	0.0	0.2	0.9	0.0	5	0.0	22
O=C(CNC(=O)c1ccccc1F)OC(C(=O)Nc1cc(C(F)(F)F)ccc1Cl)c1ccccc1 (stereo not given)	-12.0	99.5	90.2	0.0	-6.0	0.3	3.2	-10.0	5	-9.0	32
